CHRM4 agonist – agonists of human muscarinic M4 receptor (CHRM4) | P08173 | CHO-K1 hM4/Gqi5, Fluo-8 calcium fluorescence; vehicle 0%, full acetylcholine response 100% | activation, % at 3 µM | 360,000 tested, 0.14% active | AID 624127;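 active = activation above the run mean over all test wells plus 3 SD, cut at about 32% in these data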;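 also: peak over basal fluorescence ratio per well then scaled between controls; 0% = DMSO wells and 100% = acetylcholine at EC100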
Target sequence (P08173 whole entry, looked up): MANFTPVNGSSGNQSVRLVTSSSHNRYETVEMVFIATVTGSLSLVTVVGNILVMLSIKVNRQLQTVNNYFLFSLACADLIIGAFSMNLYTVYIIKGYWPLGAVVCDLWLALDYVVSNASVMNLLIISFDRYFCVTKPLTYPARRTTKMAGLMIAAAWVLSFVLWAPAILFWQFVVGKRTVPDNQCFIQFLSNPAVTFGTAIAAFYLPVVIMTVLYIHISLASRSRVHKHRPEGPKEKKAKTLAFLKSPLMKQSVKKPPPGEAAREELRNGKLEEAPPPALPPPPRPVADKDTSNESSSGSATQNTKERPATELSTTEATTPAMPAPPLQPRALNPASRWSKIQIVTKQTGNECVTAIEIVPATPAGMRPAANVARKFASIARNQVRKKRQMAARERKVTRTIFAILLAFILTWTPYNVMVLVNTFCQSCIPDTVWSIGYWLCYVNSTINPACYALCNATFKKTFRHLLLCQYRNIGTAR
CHRM5 agonist – CHRM5 agonism in calcium assay; P08912; CHO-K1 hM5 cells, Fluo-8 calcium fluorescence; 0% DMSO wells, 100% maximal acetylcholine response; activation, % at 3 µM; 360,000 tested, 0.19% active; AID 624037;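 active = activation above the run's mean over test compounds plus 3 SD, cut at about 23% in these data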;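 also: signal is peak over basal fluorescence ratio across the kinetic read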
M4 antag – blocks acetylcholine activation of human M4 receptor | CHO-hM4 cells, ACh EC80, Fluo-8 calcium fluorescence | inhibition, % at 3 µM | 360,000 tested, 0.73% active | AID 624125;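 active = inhibition above its plate's cutoff, the mean inhibition of sample wells plus 3 SD, cut at about 27% in these data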;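 also: 0% = acetylcholine EC80 with DMSO and 100% = DMSO without agonist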
M5 PAM – CHRM5 positive allosteric modulation; CHO-K1 hM5, Fluo-8 calcium, ACh EC20 PAM; 0% = ACh EC20, 100% = ACh EC100; activation, % at 3 µM; 360,000 tested, 0.3% active; AID 624038;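 active = activation above the run cutoff, the mean activation of all test compounds plus 3 SD, cut at about 18% in these data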
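System – CHO-K1 hM5 cells · Compound – 3 µM, single dose · Incubation – compound preincubation 140 s before EC20 acetylcholine addition · Technique – Fluo-8 calcium fluorescence · Measure – Max/basal fluorescence ratio as % of EC20–EC100 ACh window · Benchmarks – low control EC20 acetylcholine (0%), high control EC100 acetylcholine (100%) · Replication – singlicate, one well per test compound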
CHRM5 antagonist – blocks acetylcholine activation of human M5 receptor; P08912; CHO-hM5 cells, Fluo-8 calcium fluorescence, ACh EC80; inhibition, % at 3 µM; 360,000 tested, 0.59% active; AID 624040;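 active = inhibition above a per-plate cutoff, the mean of that plate's test compounds plus 3 SD, cut at about 27% in these data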;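 also: 0% = acetylcholine EC80 with DMSO and 100% = DMSO without agonist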
CHRM1 PAM – human CHRM1 positive allosteric modulation. 360,000 tested, 0.088% active. CHO-K1 hM1, Fluo-8 calcium fluorescence, ACh EC20; 0% = ACh EC20, 100% = maximal ACh. P11229. activation, % at 3 µM; in the data active = activation above about 19%, passing the limit was not always enough
Target sequence (P11229 whole entry, looked up): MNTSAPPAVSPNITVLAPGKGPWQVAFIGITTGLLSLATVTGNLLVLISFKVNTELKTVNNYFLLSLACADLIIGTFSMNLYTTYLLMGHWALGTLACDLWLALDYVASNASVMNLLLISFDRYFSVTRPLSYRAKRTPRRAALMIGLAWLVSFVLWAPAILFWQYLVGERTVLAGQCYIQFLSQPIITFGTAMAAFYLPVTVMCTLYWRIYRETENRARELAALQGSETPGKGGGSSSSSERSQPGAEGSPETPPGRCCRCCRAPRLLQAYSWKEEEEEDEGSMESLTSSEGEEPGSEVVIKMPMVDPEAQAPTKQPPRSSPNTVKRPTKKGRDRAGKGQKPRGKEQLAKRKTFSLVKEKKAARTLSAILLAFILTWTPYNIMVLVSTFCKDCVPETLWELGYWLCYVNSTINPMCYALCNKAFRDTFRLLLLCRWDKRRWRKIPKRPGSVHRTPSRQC
CRFBP-R2 agonist – CRF-BP/CRF-R2 complex agonism. 350,000 tested, 0.46% active. activation, % at 13.2 µM. HEK293 CRF-R2/CRF-BP, calcium dye fluorescence (FLIPR); percent of saturating CRF peptide response;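 active = activation of at least 50%, plus an integration ratio under a set limit after plate pattern correction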;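 also: plate controls were neutral control wells without compound for no effect and CRF at EC100 for full effect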
CRFBP-R2 block – blocks CRF-induced signaling of the CRF-BP/CRF-R2 complex; HEK293 CRF-R2/CRF-BP, CRF-induced calcium fluorescence; inhibition, % at 11.8 µM; 350,000 tested, 0.59% active;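 active = inhibition of the ligand-induced calcium signal above about 50% at the single tested concentration, limit read from the data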
M4 PAM – CHRM4 positive allosteric modulation | 360,000 tested, 0.4% active | CHO-K1 hM4/Gqi5, Fluo-8 calcium fluorescence, ACh EC20; 0% = ACh EC20, 100% = maximal ACh | P08173 | activation, % at 3 µM | AID 624126;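 active = activation above its plate's cutoff, the mean activation of sample wells plus 3 SD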; also: some results filed as inactive read as strong as hits
The depositor's hits bear a star; x = not tested or not shown.

cpd	Structure	CHRM4 agonist	CHRM5 agonist	M4 antag	M5 PAM	CHRM5 antagonist	CHRM1 PAM	CRFBP-R2 agonist	CRFBP-R2 block	M4 PAM
1	CCN(CC)CCN(C(=O)c1ccc2c(c1)OCCO2)c1nc2ccc(C)cc2s1	1	-8	-1	-1	5	13	2.2	-4	2
2	[N-]=[N+]=NC[C@H](Cc1ccccc1)N1CC[C@@H](O)CCC1=O	1	3	6	1	6	-10	0.4	1	3
3	CCCc1nc2ccc(C)cn2c1Cc1cccc(F)c1	3	-8	-8	-7	1	-12	x	x	2
4	Clc1ccc(-c2nnc(-c3cccnc3)o2)cc1	2	1	-3	1	10	4	0.8	4	-1
5	CC(=O)c1cccc(NC(=O)C(C)OC(=O)c2cccc(-n3cnnn3)c2)c1 (configuration not stated)	4	4	-7	5	-4	3	-1.8	7	5
6	O=C(Cc1sc(-c2ccccc2)nc1-c1ccccc1)Nc1ccc(Cl)cc1	1	4	11	-6	9	7	5.1	-14	3
7	CCN(C(=O)COc1cccc(-n2cnnn2)c1)C1CCS(=O)(=O)C1 (configuration not stated)	1	5	-17	0	0	5	4.4	0	2
8	COc1ccc(NC(=O)C2CCN(S(=O)(=O)c3c(C)noc3C)CC2)cc1	1	-3	-7	-3	13	8	0.3	-5	4
9	COc1ccccc1CN1C(=NC(=O)C2CCCCC2)SC2CS(=O)(=O)CC21 (configuration not stated)	0	-3	-2	-7	24	13	3.4	4	4
10	CN(C)N(Cc1ccccc1)C(=O)C(O)(c1ccccc1)c1ccccc1	10	-23	-5	-12	-2	-7	0.2	16	-12

cpd	Structure	CHRM4 agonist	CHRM5 agonist	M4 antag	M5 PAM	CHRM5 antagonist	CHRM1 PAM	CRFBP-R2 agonist	CRFBP-R2 block	M4 PAM
11	CCOC(=O)C1(C)CCCN1C(=O)c1cncc(Br)c1 (configuration not stated)	0	-1	-8	0	1	-1	x	x	-1
12	Cc1nn(-c2ccccc2)c(Cl)c1/C=N/NC(=O)OC(C)(C)C	19	3	23	-17	20	-15	-2.2	-8	-31
13	Nc1ccn([C@@H]2O[C@H](C(=O)N[C@H](CO)Cc3ccccc3)[C@@H](O)[C@H]2O)c(=O)n1	1	1	-16	10	-4	10	x	x	10
14	CN(C)/C=C1/C=C(c2ccccc2)OC1=O	1	-3	-13	-3	0	-4	0.6	-5	8
15	O=C(C1CCC(=O)N(C2CCCC2)C1)N1CCN(c2ccccc2Cl)CC1 (configuration not stated)	4	2	-11	0	-2	6	0.7	16	-2
16	COc1cc(CNCCNCC(C)O)ccc1OCc1ccc(Cl)nc1 (configuration not stated)	1	0	0	-4	6	0	-4.2	27	7
17	CCOc1ccc(-c2cc(C(=O)NCCCn3ccnc3)c3ccccc3n2)cc1	10	-1	5	-9	10	-1	-1.4	7	-9
18	Cc1cc(C(=O)NC(C)C2CCCO2)no1 (configuration not stated)	4	0	-6	-6	6	5	-1.2	-2	-4
19	Cc1cnc(C(=O)OCC(=O)N2CCC(C)CC2)cn1	2	-2	2	0	9	8	1.7	1	10
20	CCOC(=O)c1csc(N)n1	0	-2	5	-3	3	9	1.5	-12	6

cpd	Structure	CHRM4 agonist	CHRM5 agonist	M4 antag	M5 PAM	CHRM5 antagonist	CHRM1 PAM	CRFBP-R2 agonist	CRFBP-R2 block	M4 PAM
21	O=[N+]([O-])c1ccc(/C=N/Nc2nc(N3CCOCC3)nc(N3CCOCC3)n2)cc1	1	3	2	12	-1	9	x	x	-1
22	COc1cc2c(cc1OC)CN(C(=O)c1ccc(Cl)c(S(=O)(=O)N3CCCC3)c1)CC2	8	2	-1	5	5	1	-0.7	17	1
23	CN(C)c1ccc(NC(=O)CN2CCc3ccccc3C2)cc1	1	-1	-3	-2	3	7	0.1	-3	1
24	Cc1ccc(C(=O)N2CC3(C)CN(C(=O)c4ccc(C)cc4)CC(C)(C2)C3=O)cc1	2	2	-2	6	-6	-7	-0.7	-5	2
25	O=S(=O)(Nc1ccc2ccccc2n1)c1ccc2c(c1)CCO2	2	0	-7	4	-7	14	-2.5	0	11
26	COc1ccc(NS(=O)(=O)c2cc(OC)ccc2OC)cc1	1	-14	-5	1	-1	13	-1.8	-3	-6
27	O=S(=O)(/N=C(\Sc1ccc(Cl)cc1)c1ccccc1)c1ccccc1	2	1	25	5	-11	-5	-2.0	13	6
28	Cc1cc(NC(=O)CSc2nc3c(c(=O)n2Cc2ccccc2)SC(C)C3)no1 (configuration not stated)	-1	-1	-7	-6	7	4	-0.5	-11	1
29	O=C(CCS(=O)(=O)c1ccccc1)NC1CCCCC1	0	1	4	-6	12	11	0.4	7	2
30	COc1cc(NC(=O)c2cc(OC)c(OC)c(OC)c2)ccc1NC(=O)c1cccs1	9	-1	-17	3	1	5	-1.1	-2	7

cpd	Structure	CHRM4 agonist	CHRM5 agonist	M4 antag	M5 PAM	CHRM5 antagonist	CHRM1 PAM	CRFBP-R2 agonist	CRFBP-R2 block	M4 PAM
31	CN(C)C(=O)CCc1ccc2c3c([nH]c2c1)[C@]1(CCC2CCCC2)[C@@H](C(=O)N2CCOCC2)C[C@H](CC(=O)NCc2cccc(C(F)(F)F)c2)C(=O)N1CC3	0	-1	1	2	-16	6	-3.7	11	-3
32	CC1CN(c2ccc([N+](=O)[O-])cc2C(=O)N2CCOCC2)CC(C)N1 (configuration not stated)	1	-3	-6	1	-4	8	0.8	8	5
33	CC(=O)c1ccccc1NC(=O)c1ccc(OCc2c(C)noc2C)cc1	1	-1	-16	12	1	3	4.4	-11	1
34	Cc1ccn2c(CC(C)(C)C)c(-c3ccc(F)cc3)nc2c1	6	-2	-15	0	4	-3	-1.4	-16	2
35	Cc1nccn1CCCNC(=O)CC1C(=O)NCCN1Cc1ccccc1C(F)(F)F (configuration not stated)	0	-1	-10	-1	7	4	-0.5	3	-6
36	Cc1ccccc1-c1nnc(SCC(=O)c2c(N)n(C3CC3)c(=O)[nH]c2=O)o1	-1	0	6	-3	6	2	-2.4	-4	-1
37	Cc1ccc(C(=O)NCC(=O)Nc2ccc(S(=O)(=O)Nc3cc(C)nc(C)n3)cc2)cc1	1	1	-7	-4	11	11	4.1	-2	12
38	O=S(=O)(c1ccc(OCC(O)CN2CCC(Cc3ccccc3)CC2)cc1)N1CCOCC1 (configuration not stated)	8	-5	-15	-10	1	-14	-1.3	18	-4
39	CCCOc1ccc(Cn2c(=O)oc3ccc(C)cc32)cc1	-1	-5	-2	3	-7	5	0.2	14	2
40	Cc1cccc(CSc2ccc3nnc(-c4cccnc4)n3n2)c1	2	-1	4	-2	-3	6	-0.3	5	-7

cpd	Structure	CHRM4 agonist	CHRM5 agonist	M4 antag	M5 PAM	CHRM5 antagonist	CHRM1 PAM	CRFBP-R2 agonist	CRFBP-R2 block	M4 PAM
41	COc1cccc(NC(=S)N(CCN(C)C)C(C)c2ccco2)c1 (configuration not stated)	1	-2	4	0	3	8	-0.4	20	-2
42	Cc1cc(C)n(-c2cc(C(C)(C)C)nc3c(-c4ccccc4)cnn23)n1	9	2	-1	-15	12	6	4.6	-29	-13
43	CSc1ccc(CN2CCC(N3CCC(C(=O)NC4CC4)CC3)CC2)cc1	1	-3	-6	-1	-2	6	4.7	7	-6
44	Cc1cc(O)ccc1NS(=O)(=O)c1ccc2c3c(cccc13)C(=O)N2	6	2	-4	-5	16	1	-0.1	-6	-4
45	CC1=NN(CCc2ccccn2)C(=O)CC1	1	-3	12	-1	12	15	-1.1	22	-2
46	CC(=O)N1c2ccc(S(=O)(=O)N3CCC(C(=O)NC4CCCCC4)CC3)cc2CC1C (configuration not stated)	1	-3	0	-7	11	0	-2.3	17	-3
47	Cc1ccc(S(=O)(=O)/N=C(\N)c2ccc(Cl)cc2)cc1	3	-1	1	-6	7	4	-1.2	14	0
48	Cc1ccc(C(=O)N2NC(c3ccccc3F)C3C(=O)N(c4cccc(C)c4)C(=O)C32)cc1 (configuration not stated)	2	2	-5	0	-4	3	17	0	-5
49	Cc1c(NC(=O)c2ccc([N+](=O)[O-])o2)cccc1-c1nc2ncccc2o1	1	0	4	4	-2	4	-0.4	3	-6
50	COC(=O)c1c(Cl)c2n3ccccc3c(C)c(-c3ccccc3)c-2c1C(=O)OC	0	-5	-5	3	1	4	1.9	14	7

Part of the list above in order of length of the SMILES, rising.
cpd	Structure	CHRM4 agonist	CHRM5 agonist	M4 antag	M5 PAM	CHRM5 antagonist	CHRM1 PAM	CRFBP-R2 agonist	CRFBP-R2 block	M4 PAM
41	COc1cccc(NC(=S)N(CCN(C)C)C(C)c2ccco2)c1 (configuration not stated)	1	-2	4	0	3	8	-0.4	20	-2
43	CSc1ccc(CN2CCC(N3CCC(C(=O)NC4CC4)CC3)CC2)cc1	1	-3	-6	-1	-2	6	4.7	7	-6
50	COC(=O)c1c(Cl)c2n3ccccc3c(C)c(-c3ccccc3)c-2c1C(=O)OC	0	-5	-5	3	1	4	1.9	14	7

(continued)
cpd	Structure	CHRM4 agonist	CHRM5 agonist	M4 antag	M5 PAM	CHRM5 antagonist	CHRM1 PAM	CRFBP-R2 agonist	CRFBP-R2 block	M4 PAM
51	N#Cc1c(NC(=O)c2cc(C3CC3)on2)sc2c1CCC2	0	3	-18	-9	12	15	7.5	-1	-3
52	C/C(=N\NC(=O)CC1N=C(Cc2ccccc2)NNC1=O)c1ccc(Br)cc1 (configuration not stated)	3	1	-5	-8	15	3	0.6	-5	-21
53	CC(C(=O)N1CCCC1)N1CCN(S(=O)(=O)c2ccc(C(C)(C)C)cc2)CC1 (configuration not stated)	1	2	-14	-5	0	-6	0.8	6	5
54	CC(C)(C)OC(=O)N1CCC(c2c(C(=O)N3CCN(C(=O)c4ccco4)CC3)cnn2-c2ccc(F)cc2)CC1	1	-4	0	8	3	12	0.6	2	-2
55	COc1ccccc1NC(=O)C1=C(C)Nc2nnnn2C1c1cccc(C)c1 (configuration not stated)	2	6	-11	-9	3	4	1.2	7	5
56	CN(c1ccc(C(=O)NCCSCc2c(F)cccc2Cl)cc1)S(C)(=O)=O	1	-1	-8	-7	10	2	-1.0	1	-2
57	CCOC(=O)C1CCN(S(=O)(=O)c2ccccc2)CC1	1	-3	-7	0	9	5	0.4	-9	-1
58	CC(=O)Nc1ccc(S(=O)(=O)NC2(C(F)(F)F)NC(=O)N(C3CCCCC3)C2=O)cc1 (configuration not stated)	3	3	-2	-2	-5	-7	-1.2	1	-6
59	CCOC(=O)CNC(=O)Cn1cnc2ccc(S(=O)(=O)N3CCC(C)CC3)cc2c1=O	0	-3	9	-4	8	0	-0.1	6	-2
60	Cc1nn(Cc2ccccc2)c(C)c1NS(=O)(=O)c1ccccc1	1	-4	8	-10	19	0	0.1	-5	-4
61	O=C(Cn1cnc2ccccc21)N/N=C/c1ccccc1[N+](=O)[O-]	1	-1	0	0	-8	0	0.1	7	-2

Compound activity as filed in PubChem.
